Source: PubChem BioAssay (several laboratories)
FXN GAA850 act: activators of GAA850 frataxin (FXN) promoter | actives 0.56% (n = 360,000) | HEK293 lucGAA850 FXN promoter luciferase reporter, 24 h; percent of 10 µM SAHA response | AID 540364 | activation, % at 6 µM;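 active = activation above the average of all compounds screened plus 3 SD, cutoff fixed separately per campaign, cut at about 7.5% in these data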;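 also: 0% = DMSO wells and 100% = 10 µM SAHA wells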
ssDAF12 agonist: S. stercoralis DAF-12 activation, primary screen; HEK293 ssDAF-12/GRIP1 lit1-tk-luc reporter, luminescence; % of 3 µM dafachronic acid response; activation, % at 6.8 µM; actives 1% (n = 370,000);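 active = activation above the mean over all tested compounds plus 3 SD, cut at about 0.9% in these data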;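 also: 0% = DMSO-only wells and 100% = 3 µM delta7-dafachronic acid wells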
SMARCA2 act: activators of SMARCA2 function; MG213 cells, MMTV-luciferase reporter, dexamethasone, overnight; activation, % at 9.1 µM; actives 1% (n = 370,000); in the data active = activation above about 7.8%;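 also: 0% = vehicle wells and 100% = reference activator wells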
ADAM10 inh: ADAM10 inhibition, QFRET primary screen. actives 0.62% (n = 370,000). O14672. AID 720582. inhibition, % at 7 µM. recombinant ADAM10, EDANS/DABCYL FRET peptide cleavage, 3 h;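 active = inhibition above a per-campaign cutoff equal to the mean of compounds falling between control-based bounds plus 3 SD, cut at about 20% in these data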;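 also: 0% = DMSO wells while the 100% control is not disclosed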
Target sequence (O14672 214-748 limits assumed): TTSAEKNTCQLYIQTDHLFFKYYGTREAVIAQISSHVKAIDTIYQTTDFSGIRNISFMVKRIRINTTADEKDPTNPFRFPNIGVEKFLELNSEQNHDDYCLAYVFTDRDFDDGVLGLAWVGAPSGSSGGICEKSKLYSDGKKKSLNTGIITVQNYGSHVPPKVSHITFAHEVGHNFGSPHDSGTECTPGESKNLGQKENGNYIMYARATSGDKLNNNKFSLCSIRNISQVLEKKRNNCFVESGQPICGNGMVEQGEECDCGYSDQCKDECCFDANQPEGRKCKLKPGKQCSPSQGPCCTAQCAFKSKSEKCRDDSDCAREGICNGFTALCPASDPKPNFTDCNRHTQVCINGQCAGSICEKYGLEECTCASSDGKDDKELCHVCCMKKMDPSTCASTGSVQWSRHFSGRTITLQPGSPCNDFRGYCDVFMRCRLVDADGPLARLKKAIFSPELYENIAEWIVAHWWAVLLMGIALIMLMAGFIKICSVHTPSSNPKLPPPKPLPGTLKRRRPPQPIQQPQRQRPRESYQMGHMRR
hgDAF12 agonist: agonists of H. glycines DAF-12 nuclear receptor. actives 1.8% (n = 370,000). activation, % at 6.8 µM. HEK293 GAL4-hgDAF12 UAS-luciferase reporter, agonist luminescence; normalized to butyrate control. AID 687014;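 active = activation above a cutoff set at the mean of all screened compounds plus 3 SD, cut at about 10% in these data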;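 also: 0% = DMSO wells and 100% = sodium butyrate wells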
PG9 binder: binds the HIV-1 gp120 antibody PG9; TR-FRET gp120-PG9 antibody binding; inhibition, % at 6.7 µM; actives 0.43% (n = 360,000); AID 624416; in the data active = inhibition above about 8.5%
GC-A act: GC-A (human) enzyme activation | P16066 | activation, % at 10 µM | HEK293 GC-A cells, cGMP TR-FRET, EC30 ANP; 0% at EC30 ANP, 100% saturating ANP | AID 1671463 | actives 0.14% (n = 370,000); in the data active = activation above about 40%
hcDAF-12 act: activates DAF-12 receptor from parasite H. contortus | HEK293 hcDAF-12 lit1-tk-luc reporter, luminescence; 0% DMSO, 100% Δ7-dafachronic acid | activation, % at 6.8 µM | actives 1.4% (n = 370,000) | AID 652067;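 active = activation above the mean of all tested compounds plus 3 SD, cut at about 5.5% in these data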;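 also: 100% = response to 3 µM Δ7-dafachronic acid high control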
DAX1 inh-1: inhibits human nuclear receptor DAX1 | P51843 | HEK293 Gal4-DAX1 luciferase reporter, luminescence | inhibition, % at 6.75 µM | actives 0.99% (n = 340,000) | AID 504766;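 active = inhibition above the mean over all tested compounds plus 3 SD, cut at about 4.2% in these data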;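 also: 0% = DAX1-transfected cells with DMSO and 100% = empty-vector control cells with DMSO; inhibition shows as a rise in luminescence from relieved DAX1 repression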
Target sequence (P51843 207-470 limits assumed): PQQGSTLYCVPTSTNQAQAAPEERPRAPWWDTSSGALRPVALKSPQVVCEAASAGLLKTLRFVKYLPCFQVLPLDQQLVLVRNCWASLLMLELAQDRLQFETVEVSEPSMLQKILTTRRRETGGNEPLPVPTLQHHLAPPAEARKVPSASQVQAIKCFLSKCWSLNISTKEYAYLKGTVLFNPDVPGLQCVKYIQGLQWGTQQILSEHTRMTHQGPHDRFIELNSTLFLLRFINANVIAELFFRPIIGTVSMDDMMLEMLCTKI
ADAM17 inh: ADAM17 inhibition, QFRET primary screen; inhibition, % at 6.95 µM; actives 0.83% (n = 370,000); recombinant ADAM17, EDANS/DABCYL FRET peptide cleavage; P78536;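 active = inhibition above the mean of compounds lying between control limits plus 3 SD, set per campaign, cut at about 8.5% in these data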;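 also: 0% = DMSO-only wells as the low control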
DAX1 inh-2: DAX1 (NR0B1) inhibition, primary screen. HEK293T StAR-luciferase reporter, SF-1/DAX-1 repression relief. inhibition, % at 6.8 µM. actives 1.1% (n = 370,000). AID 652010;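 active = inhibition above the mean over all tested compounds plus 3 SD, cut at about 3.6% in these data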;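 also: 0% = DAX-1 cells with DMSO and 100% = cells lacking DAX-1 with DMSO; higher inhibition means more luminescence from relief of DAX-1 repression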
* = called active by the depositor; i = inactive; x = no result given.

Start of the data: the first 6 compounds (preview)
SMILES | FXN GAA850 act | ssDAF12 agonist | SMARCA2 act | ADAM10 inh | hgDAF12 agonist | PG9 binder | GC-A act | hcDAF-12 act | DAX1 inh-1 | ADAM17 inh | DAX1 inh-2
CCCc1cc2c(-c3ccccc3)cc(=O)oc2cc1OCc1ccc(C(=O)O)o1 | 2.5 | -1.2 | -1 | -76 | 4.3 | 0.0 | -1 | -0.3 | -0.3 | -28 | -0.5
O=C(CC1CCCC1)N1CCN(S(=O)(=O)c2ccc(F)cc2)CC1 | -0.8 | -1.3 | 4 | -8 | -2.5 | -3.6 | -4 | 0.5 | 0.9 | -3 | 1.3
COc1ccc(S(=O)(=O)N2CCCCCC2)cc1C(=O)N(C)Cc1ccccc1F | -0.8 | -1.4 | 0 | -5 | 1.7 | 1.1 | 1 | -2.0 | 0.1 | 1 | -1.1
COC(=O)CCC(=O)OC1(C)C(=O)C2=CN(C(CO)CO)C(c3ccc(OC)cc3)=CC2=C(Br)C1=O (centres undefined) | x | -1.5 | -1 | -28 | -0.9 | -5.1 | -3 | -0.8 | x | -9 | 0.0
O=C1c2ccccc2C(=O)N1CCCCN(C(=O)c1ccco1)c1ccc(Cl)cc1 | 0.0 | -1.4 | -1 | 5 | 0.6 | 1.4 | 7 | -2.2 | 1.8 | -3 | 0.0
COc1ccc(C)cc1NC(=O)c1cccc(C(=O)Nc2cc(C)ccc2OC)n1 | 1.4 | -0.9 | -2 | -9 | 1.3 | -0.2 | 4 | -0.4 | -0.3 | -2 | -0.2

The listing (from the top)
SMILES | FXN GAA850 act | ssDAF12 agonist | SMARCA2 act | ADAM10 inh | hgDAF12 agonist | PG9 binder | GC-A act | hcDAF-12 act | DAX1 inh-1 | ADAM17 inh | DAX1 inh-2
CCCc1cc2c(-c3ccccc3)cc(=O)oc2cc1OCc1ccc(C(=O)O)o1 | 2.5 | -1.2 | -1 | -76 | 4.3 | 0.0 | -1 | -0.3 | -0.3 | -28 | -0.5
O=C(CC1CCCC1)N1CCN(S(=O)(=O)c2ccc(F)cc2)CC1 | -0.8 | -1.3 | 4 | -8 | -2.5 | -3.6 | -4 | 0.5 | 0.9 | -3 | 1.3
COc1ccc(S(=O)(=O)N2CCCCCC2)cc1C(=O)N(C)Cc1ccccc1F | -0.8 | -1.4 | 0 | -5 | 1.7 | 1.1 | 1 | -2.0 | 0.1 | 1 | -1.1
COC(=O)CCC(=O)OC1(C)C(=O)C2=CN(C(CO)CO)C(c3ccc(OC)cc3)=CC2=C(Br)C1=O (centres undefined) | x | -1.5 | -1 | -28 | -0.9 | -5.1 | -3 | -0.8 | x | -9 | 0.0
O=C1c2ccccc2C(=O)N1CCCCN(C(=O)c1ccco1)c1ccc(Cl)cc1 | 0.0 | -1.4 | -1 | 5 | 0.6 | 1.4 | 7 | -2.2 | 1.8 | -3 | 0.0
COc1ccc(C)cc1NC(=O)c1cccc(C(=O)Nc2cc(C)ccc2OC)n1 | 1.4 | -0.9 | -2 | -9 | 1.3 | -0.2 | 4 | -0.4 | -0.3 | -2 | -0.2
O=C(NC1CCCCC1)C(c1ccccc1)N1CCc2ccccc21 (centres undefined) | -2.3 | -1.4 | -2 | -13 | 0.1 | 1.3 | -7 | -0.4 | 1.6 | 1 | -0.2
O=C(O)c1nccnc1C(=O)Nc1ccccc1-c1ccccc1 | 1.9 | -1.4 | 3 | 7 | -0.5 | -3.2 | -2 | -0.3 | 0.3 | -1 | 0.8
O=C(Cn1c(=O)oc2cc(S(=O)(=O)N3CCCC3)ccc21)Nc1ccccn1 | -0.7 | -1.4 | -1 | -14 | -1.4 | 0.8 | 3 | -0.9 | x | -2 | 0.7
COC(=O)C(C)Sc1ccc2nnc(-c3ccccc3)n2n1 (centres undefined) | 1.8 | -1.8 | 0 | -15 | 2.5 | 0.7 | 1 | 0.7 | -0.5 | -9 | -0.1
COc1ccc(C(=O)NNC(=O)c2ccc(S(=O)(=O)N3CC(C)OC(C)C3)cc2)cc1 (centres undefined) | -1.3 | -1.7 | -4 | -6 | -2.5 | -1.0 | 2 | -1.7 | -0.6 | -3 | -0.1
COc1ccc(OC)c(NC(=O)CSCC(=O)O)c1 | 1.7 | -1.2 | -2 | -2 | -0.3 | -0.6 | 2 | -0.2 | 1.6 | -3 | -0.2
NC1=NC(=O)/C(=C/C=C/c2cccs2)S1 | 2.3 | -0.5 | 16* | -9 | 5.2 | -10.0 | 0 | 1.4 | 4.8* | -2 | 0.3
CCc1c(C)sc(NC(=O)c2cccs2)c1C(N)=O | 2.1 | 0.0 | 7 | -3 | 3.6 | 2.3 | 5 | -0.5 | 1.9 | 0 | 1.7
Cc1cccc(N2C(=O)SC(N(C)c3ccccc3)C2=O)c1 (centres undefined) | 0.9 | -1.2 | -1 | 7 | 0.9 | -0.2 | -5 | -1.9 | 1.1 | -4 | -0.2
O=C(Nc1ccccc1)Nc1ccc2snnc2c1 | 0.0 | -0.5 | 2 | 1 | 9.5 | -2.0 | 2 | 0.3 | 0.8 | 0 | -0.6
CCC(Sc1nc2cc(OC)c(OC)cc2c(=O)n1Cc1ccco1)C(=O)NCCOC (centres undefined) | -3.0 | -0.8 | -2 | -9 | -0.1 | 0.2 | -7 | 1.7 | 0.9 | -5 | 0.4
CN(C)CCCn1c(N)c(S(=O)(=O)c2ccccc2)c2nc3ccccc3nc21 | -1.0 | -1.8 | -1 | i | -2.2 | -2.3 | -4 | -0.5 | x | i | -0.2
CCOC(=O)C1CCCN(Cc2ccc(OC)cc2OC)C1 (centres undefined) | -1.5 | -1.4 | 2 | 3 | 0.6 | -0.6 | 0 | -0.9 | -1.0 | 4 | -1.0
CCCCn1nc(C(=O)Nc2ccc(S(=O)(=O)Nc3ncccn3)cc2)c2ccccc2c1=O | 0.8 | -0.9 | -5 | -13 | -0.5 | -1.2 | -2 | -2.1 | 0.1 | -4 | 2.1
COc1ccc(CNC(=O)C2CCC(=O)N(CCCN3CCCC3=O)C2)cc1 (centres undefined) | -1.6 | -1.4 | -1 | -4 | -0.4 | -0.8 | 4 | -0.8 | -0.1 | -3 | 0.5
O=C(O)CCCCCNC(=O)/C(=C\c1ccco1)NC(=O)c1ccco1 | 0.7 | -1.0 | -2 | -8 | -0.5 | -1.0 | 3 | 0.6 | 0.1 | -4 | 0.2
Cc1c(/C=C/C(=O)c2ccccc2O)cnn1C | 2.8 | 0.1 | 0 | -9 | 13* | 0.2 | 4 | 4.0 | 4.5* | -3 | 2.6
O=C(NCc1ccccc1Cl)NC(=O)c1ccccc1 | 3.1 | -1.0 | 5 | -1 | 2.9 | 0.0 | 6 | -1.2 | 1.3 | -3 | -0.3
O=S(=O)(Nc1nc2ccccc2s1)c1cnc(Cl)c(Br)c1 | 1.7 | 1.0* | -2 | 1 | -0.3 | -1.6 | 0 | 4.8 | 1.6 | -4 | 0.8
C[C@H]1CN=C(Nc2ccccc2)N1CCC1CCCCC1 | -1.1 | -0.6 | 0 | 1 | 3.1 | -0.2 | -4 | -1.5 | 0.6 | 1 | -0.2
COc1cccc2[nH]c(C(=O)NC(C)c3ccccc3)cc12 (centres undefined) | -1.4 | -0.6 | 0 | -114 | -0.9 | -1.7 | 3 | -2.9 | -0.4 | -43 | -0.2
C[C@H]1CCCN1c1cccc2c1S(=O)(=O)N1CC[C@@H](C1)O2 | x | -0.3 | -3 | -1 | 0.8 | x | -2 | -2.2 | x | -4 | 0.1
COc1ccc(NC(=O)Nc2ccccc2C(N)=O)cc1 | 1.8 | -1.8 | 1 | -14 | 0.9 | -0.9 | 2 | -1.1 | -0.6 | -6 | 0.2
O=C(Nc1nc(OCCN2CCCC2=O)cnc1/C=C\c1ccccc1)c1cc2ccccc2s1 | -1.0 | -1.1 | -6 | -12 | -3.4 | -0.6 | 2 | -2.3 | x | -1 | -2.3
Cc1ccccc1C(=O)OC1CCN(C)CC1 | 0.4 | -1.2 | -3 | 5 | 0.4 | -0.8 | 2 | -2.3 | 2.9 | 0 | -0.1
CCN1CCc2c(C#N)c(N3CCCCC3)nc(N3CCOCC3)c2C1 | 0.7 | -0.8 | -4 | -258 | -0.3 | 0.2 | 7 | -0.9 | 1.8 | -88 | -0.5
Cc1cccc(CN2CCSCC2)c1 | 2.2 | -1.0 | -3 | 2 | 2.1 | -1.1 | -2 | 0.1 | 0.8 | 1 | 0.0
C=CCc1cccc(OC)c1OCCOCCn1ccnc1 | -1.1 | -0.6 | -2 | -3 | 1.4 | -3.8 | 1 | -0.5 | -0.4 | 4 | 0.7
c1ccc(CN2CCN(Cc3nnc(-c4ccccc4)o3)CC2)cc1 | 2.8 | -1.6 | 7.9* | 5 | -1.3 | 1.4 | 2 | -1.0 | 0.4 | 4 | 0.0
CCn1c(CCc2ccccc2)nc2ccccc21 | 4.7 | -0.6 | 1 | -1 | 1.8 | -1.4 | -6 | -0.1 | -0.4 | 3 | 1.3
Cc1ccc(S(=O)(=O)Nc2ccccc2)cc1C(=O)N1CCCC1 | 1.8 | -0.9 | 3 | -3 | 2.6 | -5.3 | -1 | -1.9 | -0.1 | -2 | -1.9
CCN(CC)c1ccc(/C=c2/sc3nnc(-c4ccccc4C)n3c2=O)cc1 | -0.7 | -0.1 | 0 | -4 | -1.0 | 0.0 | 6 | -1.9 | 0.0 | -6 | -0.1
CN(C)S(=O)(=O)c1cccc(COC(=O)c2cccnc2Cl)c1 | -1.1 | -1.1 | -2 | -3 | -0.7 | -1.1 | -3 | 3.7 | -0.4 | 0 | 0.0
COc1ccc(Cl)cc1C(=O)Nc1ccc(NC(=O)C(C)C)cc1 | 2.4 | -2.2 | 1 | 1 | -1.1 | 0.0 | -2 | -2.7 | -0.9 | -1 | -1.4
CCCN1CCN(C(=O)c2noc3c2COc2ccc(C)cc2-3)CC1 | 1.3 | -0.7 | 6 | -58 | 2.7 | -1.0 | 1 | 1.0 | 0.7 | -16 | 3.3
COc1ccc(S(=O)(=O)N2CCC(Nc3ccccc3Cl)CC2)cc1 | 0.5 | -1.5 | -1 | 5 | -0.7 | -0.1 | 0 | -2.9 | -0.2 | 6 | -0.6
COc1ccccc1OCCC(=O)OCC(=O)Nc1ccc(S(=O)(=O)N2CCOCC2)cc1 | -0.4 | -1.3 | 2 | 3 | 3.6 | -5.0 | 1 | -0.4 | -0.6 | 0 | 0.0
COc1ccc(-n2cnnc2SCc2cnc(-c3ccccc3)s2)cc1 | 2.0 | -0.9 | 1 | 0 | 0.6 | -0.6 | -7 | -2.1 | -0.9 | -1 | -0.9
CN1CCN(S(=O)(=O)c2ccc(NC(=S)NC(=O)C3CCC3)cc2)CC1 | -0.3 | -1.5 | 0 | -4 | -4.7 | -0.1 | 2 | -2.0 | 1.6 | 1 | -0.6
Cn1c(=O)[nH]c(=O)c2c1nc(N/N=C/c1cccnc1)n2Cc1ccc(Cl)cc1 | 0.4 | -1.1 | -6 | 7 | -0.4 | -1.4 | 1 | -0.6 | x | -2 | -0.1
CC(=O)Oc1ccc(C(=O)Cc2ccc3ccccc3n2)c(O)c1C | 3.7 | -1.2 | 3 | 0 | 5.7 | -3.5 | -3 | 2.4 | 0.0 | 3 | 0.7
Nc1nc(N)nc(-c2cccc(Cl)c2)n1 | 3.2 | -0.6 | 4 | -1 | 4.8 | -0.2 | 2 | 1.8 | 3.5 | -3 | -0.2
